Spn PMK inh: S. pneumoniae PMK inhibition; 0.49% of 65,000 active; AID 539; purified PMK, PK/LDH-coupled NADH absorbance 340 nm; inhibition, % at 10 µM;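 active = top-ranked compounds by inhibition in the single 10 µM screen, taking a fixed number of the strongest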;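 also: 0% = full reaction with DMSO carrier and 100% = background rate without enzyme reaction; no value below 0 was filed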
LYP phosphatase: inhibition of human PTPN22 tyrosine phosphatase – biochemical, DiFMUP fluorescence, recombinant catalytic domain, 10 µM, primary screen (AID 606) | recombinant LYP catalytic domain, DiFMUP fluorescence; higher % means a stronger effect | one-dose inhibition, % at 10 µM; IC50 in µM for titrated hits | 52,000 tested, under 10 active;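 active = IC50 under 40 µM in the dose-response test; inactive = IC50 of 40 µM or more, or never dose-tested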
Alkaline phosphatase: inhibition of tissue-nonspecific alkaline phosphatase – biochemical, luminescent (AID 518); 0.09% of 64,000 active; inhibition, % at 20 µM, or IC50 in µM where a hit was titrated; purified TNAP enzyme, luminescent substrate readout; higher % means a stronger effect; in the data active = a potency from the dose series; inactive = the rest, 99 in 100 with inhibition below about 22%;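 also: plate controls were vehicle for no effect and reference inhibitor for full effect; many of its hits are not listed in these tables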
Spn MK inh: S. pneumoniae mevalonate kinase inhibition | purified MK, PK/LDH-coupled NADH absorbance 340 nm | inhibition, % at 10 µM | 0.48% of 65,000 active;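 active = ranked among the strongest by inhibition in the single 10 µM screen, a fixed top-ranked set picked for dose follow-up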; also: no value below 0 was filed
HPDE-C7 viability: HPDE-C7 pancreatic duct cell viability loss – fluorescence, HTS (AID 430); HPDE-C7 pancreatic duct cells viability, fluorescence; higher % means a stronger effect; cytotoxicity, % at 10 µM; hits with a dose series show EC50 in µM; 1.8% of 63,000 active;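 also: cells exposed to compound for 48 hours before viability readout; 0% = vehicle and 100% = reference cytotoxic drug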
HT1080 viability: HT1080 cell viability loss – fluorescence readout (AID 620). one-dose cytotoxicity, % at 10 µM; EC50 in µM for titrated hits. 0.42% of 87,000 active. HT1080 viability, fluorescence; higher % means a stronger effect;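 also: cells exposed to compound overnight then 4 h with Alamar Blue; 0% = vehicle DMSO and 100% = killing control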
DPM-DC inhibit: inhibitors of Streptococcus pneumoniae diphosphomevalonate decarboxylase; purified DPM-DC, PK/LDH coupled NADH fluorescence; calls only at 10 µM; 0.49% of 65,000 active; AID 556;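 active = the 320 compounds with the highest percent inhibition in the single-dose primary screen, excluding strongly autofluorescent ones, cut at about 32% in these data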;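 also: kinetic rate of NADH fluorescence loss reporting ADP formed by the decarboxylase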
Bfl-1 displacement: displacement of Bid BH3 peptide from Bfl-1 – biochemical, fluorescence polarization, FITC-Bid, mouse, primary screen (AID 432) | displacement, % at 20 µM; hits with a dose series show IC50 in µM | FITC-Bid BH3 peptide fluorescence polarization displacement; higher % means a stronger effect | 0.02% of 64,000 active; in the data active = a potency from the dose series; inactive = the rest, 99 in 100 with displacement below about 15%; also: strong numbers were not always called active
KRASV12 cytotoxicity: cytotoxicity in KRAS-transformed pancreatic duct cells, primary screen, cell-based, fluorescence, HTS (AID 431) | HPDE-C7K KRASV12 cells, Alamar Blue viability, 48 h; higher % means a stronger effect | 1.7% of 63,000 active | one-dose cytotoxicity, % at 10 µM; EC50 in µM for titrated hits;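 active = compounds whose percent cytotoxicity in the single-dose primary screen, scaled between solvent and toxic-drug controls, exceeds 50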;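 also: 0% = DMSO solvent wells and 100% = doxorubicin-treated wells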
Spn PMK inh pilot replicates: also measured in Spn PMK inh; calls as there; inhibition, %; measured here: pilot screen replicates
Spn MK inh pilot replicates: second read-out of Spn MK inh, no call of its own (marks repeat the call); inhibition, %; measured here: pilot screen replicates
DPM-DC inhibit pilot screen %: also measured in DPM-DC inhibit; calls as there; inhibition, %; measured here: pilot screen trials
* hit, by the source's call; i = inactive; / = no result given. Rule as the data show it, unless noted: active = cytotoxicity above about 50%; inactive = the rest.

SMILES	Spn PMK inh	LYP phosphatase	Alkaline phosphatase	Spn MK inh	HPDE-C7 viability	HT1080 viability	DPM-DC inhibit	Bfl-1 displacement	KRASV12 cytotoxicity	others
O=C(c1ccco1)N1CCN(C(c2cccs2)c2nnnn2C2CCCCC2)CC1 (stereo not drawn)	18	/	10%	11	-3%	-4%	i	-6%	-5%
Cc1c(-n2cc(C(=O)c3ccccc3O)cc(C#N)c2=O)c(=O)n(-c2ccccc2)n1C	18	8%	9%	12	2%	4%	i	6%	10%
CC(C)Cn1c(N)c(C(=O)COC(=O)c2ccncc2)c(=O)n(C)c1=O	8	3%	4%	5	-13%	-4%	i	-5%	-5%
COc1cccc(Nc2nnc(SCC(=O)N3CC(C)OC(C)C3)s2)c1 (stereo not drawn)	20	13%	3%	0	-4%	5%	i	9%	-18%	Spn PMK inh pilot replicates=0.5;Spn MK inh pilot replicates=0.0;DPM-DC inhibit pilot screen %=0.0
c1ccc2nc(N3CCOCC3)c(N3CCOCC3)nc2c1	5	/	9%	16	-3%	40%	i	-4%	-2%
Fc1ccc(CN2CCCCCC2)c(F)c1	4	0%	8%	36	3%	2%	i	-2%	18%
COC(=O)c1cc(Cc2ccc(N)c(C(=O)OC)c2)ccc1N	5	12%	15%	4	2%	1%	/	-4%	8%
O=C(OCc1cc(=O)n2c(n1)sc1ccccc12)c1ccc2c(=O)n3c(nc2c1)CCC3	14	21%	4%	8	3%	11%	i	4%	0%
Cn1c(C(=O)N2CCC(C(=O)N3CCN(Cc4ccc5c(c4)OCO5)CC3)CC2)cc2sccc21	12	1%	5%	9	-4%	-4%	i	0%	9%
O=C(Nc1ccncc1)c1c(F)cccc1F	3	/	0%	0	-17%	8%	i	2%	-20%
COCc1cc(=O)n2[nH]c(C)nc2n1	1	12%	3%	7	1%	2%	i	1%	-15%
CCCCc1ccc(-c2nc(-c3ccncc3)no2)cc1	14	/	14%	10	-4%	/	i	3%	-5%
COC(=O)c1ccc(NS(=O)(=O)c2cc(C)ccc2OC)cc1	6	1%	8%	13	-2%	-5%	i	-3%	16%
CCCc1ccc2c(N)c(C#N)sc2n1	8	6%	4%	5	0%	3%	/	4%	1%
Cc1c(C(=O)NCc2cccs2)oc2ccc(S(=O)(=O)N3CCOCC3)cc12	0	2%	8%	11	-15%	1%	i	0%	-14%
Cn1c(=O)[nH]c(=O)c2c1nc(CN1CCOCC1)n2Cc1ccccc1	7	3%	18%	3	-10%	2%	i	-2%	-12%
O=C(NCc1ccco1)c1ccc2c(=O)n(Cc3ccco3)c(SCC(=O)N3CCCC3)nc2c1	7	-6%	22%	6	8%	0%	i	2%	0%
COc1ccc(OC)c(C2=NOC(C(=O)NCC3CCCO3)C2)c1 (stereo not drawn)	6	-4%	5%	0	-28%	13%	i	-6%	-26%
COCCCNC(=O)Nc1ccc(F)cc1F	1	8%	4%	5	-4%	6%	i	-2%	5%
CCn1c(=S)sc2c(=O)[nH]c(C)nc21	12	8%	6%	6	-9%	5%	i	-6%	6%
Fc1cccc(Cl)c1CSc1nnnn1-c1ccc2c(c1)OCO2	18	5%	12%	11	54%*	4%	i	2%	52%*
CCn1c(Cc2ccccc2)nnc1SCC(=O)Nc1ccc2c(c1)OCO2	5	0%	7%	0	20%	-2%	i	2%	29%
O=C(NCc1ccccn1)C1CC(=O)N(C2CCCC2)C1 (stereo not drawn)	4	6%	1%	6	4%	-9%	i	-11%	0%
COc1ccc(CNC2CC(=O)N(C)C2=O)cc1 (stereo not drawn)	1	11%	7%	4	7%	-8%	i	-6%	2%
Cn1c(=O)c2c(nc(SCCOc3ccc4ccc(=O)oc4c3)n2C)n(C)c1=O	13	-22%	14%	7	0%	-5%	i	6%	4%	Spn PMK inh pilot replicates=1.0;Spn MK inh pilot replicates=1.5;DPM-DC inhibit pilot screen %=0.0
SMILES	Spn PMK inh	LYP phosphatase	Alkaline phosphatase	Spn MK inh	HPDE-C7 viability	HT1080 viability	DPM-DC inhibit	Bfl-1 displacement	KRASV12 cytotoxicity	others
CCOC(=O)C1CCN(C(=O)CN2C(=O)C(CC)Oc3ccccc32)CC1 (stereo not drawn)	13	5%	0%	0	-24%	-3%	i	1%	-19%
O=C(CCN1C(=O)c2ccccc2C1=O)Nc1ccccn1	20	-4%	6%	0	1%	-2%	i	-4%	6%
Cc1ccc(NC(=O)CN(c2ccccc2F)S(C)(=O)=O)cc1	3	0%	6%	0	-15%	3%	i	-2%	-8%
CCCNC(=O)CS(=O)Cc1nc(-c2ccccc2C)oc1C (stereo not drawn)	6	3%	-3%	2	-3%	0%	i	-6%	-1%
CCSc1nc2c(c(=O)[nH]1)C(c1cccnc1)C(C(=O)OC)=C(C)N2 (stereo not drawn)	9	-4%	5%	7	-19%	-3%	i	-7%	-6%
O=C(Cn1cc2c(n1)CCCC2)NCc1ccccn1	0	7%	12%	0	-14%	-12%	i	11%	3%
O=C(Cn1cc(/C=N/O)c2ccccc21)N1CCOCC1	10	9%	22%	7	-2%	-2%	i	-8%	-2%
COc1ccc(S(=O)(=O)Nc2cccc(NC(C)=O)c2)cc1	1	-2%	7%	6	-1%	-4%	i	2%	12%
COCCNC(=O)C1CC(=O)N(c2ccc(F)c(Cl)c2)C1 (stereo not drawn)	6	3%	7%	3	-2%	-3%	i	-2%	-8%
CCN(CCNC(=O)C1CC(=O)N(CCc2ccccc2)C1)c1ccccc1 (stereo not drawn)	12	6%	5%	7	-15%	-1%	i	-15%	-16%
CN1CC(=O)N(CC(=O)NCc2ccc(F)cc2)c2ccccc2C1=O	7	3%	3%	0	-23%	-4%	i	-3%	-17%
Cc1ccc(CCP(=O)(O)CN2CCCCC2)cn1	9	7%	1%	3	8%	10%	i	-2%	1%
O=C1OCCC1Sc1nnc(-c2cccs2)n1Cc1ccccc1 (stereo not drawn)	13	-3%	2%	33	4%	6%	i	-3%	13%
CCOC(=O)c1c(C)[nH]c(C(=O)COC(=O)CNC(=O)C2CCCCC2)c1C	18	4%	-1%	0	4%	0%	i	-2%	0%
CC(C)CCNC(=O)CCCOc1cc(=O)n(C)c2ccccc12	14	3%	5%	2	10%	2%	i	-2%	5%
CCC(C)(C(=O)NC1CCCCC1)N(C(=O)C1CCC(=O)N1)c1ccc(C)cc1 (stereo not drawn)	0	8%	5%	10	-2%	1%	i	-8%	-3%
CCCCCOC(=O)C(C)c1c(C)[nH]c(=S)[nH]c1=O (stereo not drawn)	3	-3%	18%	0	-3%	5%	i	-3%	-1%
COc1ccccc1OCC(=O)Nc1ccc(O)cc1C(=O)O	6	/	10%	0	-5%	/	i	-2%	-6%
CCOC(=O)C(NC(=O)CCC(=O)Nc1ccc(S(N)(=O)=O)cc1)C(O)c1ccccc1 (stereo not drawn)	6	/	9%	2	3%	-4%	i	-2%	5%
Cc1cc(S(=O)(=O)N2CCCC2)ccc1OCC(=O)N1CCOCC1	3	23%	8%	12	-9%	6%	i	9%	0%
Cc1c(O)c(CN2CCCCC2)cc2c3c(c(=O)oc12)CCC3	5	3%	16%	0	-5%	23%	/	-8%	10%	Spn PMK inh pilot replicates=4.5;Spn MK inh pilot replicates=0.0
O=C(OCc1nc2ccccc2c(=O)[nH]1)c1cccs1	0	/	11%	0	4%	6%	i	-6%	1%
N[C@@H](Cc1ccccc1)c1nnc(SCc2ccccc2Cl)o1	10	-5%	-1%	3	-9%	-1%	i	-12%	0%
CCCCc1c(C)nn(-c2nnc3c4ccccc4n(CC)c3n2)c1C	15	21%	-5%	3	18%	-24%	i	-3%	7%
Cc1cc(C)c(S(=O)(=O)N(C)CC(N)=O)c(C)c1	6	7%	12%	11	-5%	3%	i	5%	3%	Spn PMK inh pilot replicates=0.5;Spn MK inh pilot replicates=2.5;DPM-DC inhibit pilot screen %=0.0
CC1(C)Nc2ccccc2N(CCC(=O)N2CCOCC2)C1=O	9	7%	12%	7	-7%	5%	i	-3%	-8%
CCCCOc1ccc(OCCCN2CCOCC2)cc1	0	12%	14%	6	30%	-5%	i	-1%	50%	Spn PMK inh pilot replicates=2.5;Spn MK inh pilot replicates=0.0;DPM-DC inhibit pilot screen %=0.0
COC(=O)c1ccccc1OCc1cccc(C)n1	0	/	10%	0	3%	0%	i	-1%	-9%
O=C(Nc1ccc(Cl)cn1)c1cccnc1	5	/	8%	2	13%	2%	i	-2%	18%	Spn PMK inh pilot replicates=1.5;Spn MK inh pilot replicates=4.5;DPM-DC inhibit pilot screen %=3.5

In the list so far, these have an aryl thioether with sulfur outside any ring:
SMILES	Spn PMK inh	LYP phosphatase	Alkaline phosphatase	Spn MK inh	HPDE-C7 viability	HT1080 viability	DPM-DC inhibit	Bfl-1 displacement	KRASV12 cytotoxicity	others
COc1cccc(Nc2nnc(SCC(=O)N3CC(C)OC(C)C3)s2)c1 (stereo not drawn)	20	13%	3%	0	-4%	5%	i	9%	-18%	Spn PMK inh pilot replicates=0.5;Spn MK inh pilot replicates=0.0;DPM-DC inhibit pilot screen %=0.0
O=C(NCc1ccco1)c1ccc2c(=O)n(Cc3ccco3)c(SCC(=O)N3CCCC3)nc2c1	7	-6%	22%	6	8%	0%	i	2%	0%
Fc1cccc(Cl)c1CSc1nnnn1-c1ccc2c(c1)OCO2	18	5%	12%	11	54%*	4%	i	2%	52%*
CCn1c(Cc2ccccc2)nnc1SCC(=O)Nc1ccc2c(c1)OCO2	5	0%	7%	0	20%	-2%	i	2%	29%
Cn1c(=O)c2c(nc(SCCOc3ccc4ccc(=O)oc4c3)n2C)n(C)c1=O	13	-22%	14%	7	0%	-5%	i	6%	4%	Spn PMK inh pilot replicates=1.0;Spn MK inh pilot replicates=1.5;DPM-DC inhibit pilot screen %=0.0
CCSc1nc2c(c(=O)[nH]1)C(c1cccnc1)C(C(=O)OC)=C(C)N2 (stereo not drawn)	9	-4%	5%	7	-19%	-3%	i	-7%	-6%
O=C1OCCC1Sc1nnc(-c2cccs2)n1Cc1ccccc1 (stereo not drawn)	13	-3%	2%	33	4%	6%	i	-3%	13%
N[C@@H](Cc1ccccc1)c1nnc(SCc2ccccc2Cl)o1	10	-5%	-1%	3	-9%	-1%	i	-12%	0%

A draw from above in order of formula weight, descending.
SMILES	Spn PMK inh	LYP phosphatase	Alkaline phosphatase	Spn MK inh	HPDE-C7 viability	HT1080 viability	DPM-DC inhibit	Bfl-1 displacement	KRASV12 cytotoxicity	others
CCOC(=O)C(NC(=O)CCC(=O)Nc1ccc(S(N)(=O)=O)cc1)C(O)c1ccccc1 (stereo not drawn)	6	/	9%	2	3%	-4%	i	-2%	5%
CCCNC(=O)CS(=O)Cc1nc(-c2ccccc2C)oc1C (stereo not drawn)	6	3%	-3%	2	-3%	0%	i	-6%	-1%
O=C(Nc1ccc(Cl)cn1)c1cccnc1	5	/	8%	2	13%	2%	i	-2%	18%	Spn PMK inh pilot replicates=1.5;Spn MK inh pilot replicates=4.5;DPM-DC inhibit pilot screen %=3.5

Screens: PubChem BioAssay, several laboratories
